# AT treatment – candidate therapy for ataxia-telangiectasia. Potency, µM (top dose mostly 57.5 µM), for inactives: at the top dose activation, actives largely listed as activators. AID 485349. […] A-T fibroblasts, KAP-1 phosphorylation AlphaLISA; neocarzinostatin DNA damage 30 min before lysis. 320,000 tested, 0.19% active; also: potency is read from the fitted curve at half-maximal effect; % of control where 0% means no effect; nearly all actives have a fitted effect of over 45% in size
#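 ATM-like activity read as KAP-1 phosphorylation via AlphaLISA donor/acceptor antibody pairs after lysis and 6 hr at 25C. Cells were ATM-null patient fibroblasts ([…], hTERT), dosed 60 min, then exposed to the DSB inducer NCS for 30 min.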
# CXXC DNA block – inhibitors of human MLL CXXC domain-DNA interaction; Q03164; MLL-CXXC / FITC-HOXA9 DNA fluorescence polarization; Potency, µM (doses to about 115 µM), without a hit: at the top dose activity change, negative = inhibition, hits mostly inhibitors; 290,000 tested, 0.037% active; active = well fitted inhibition curve with a large enough effect in the polarisation, with a control signal flat, not every such curve was filed as active; inconclusive = small, poorly fitted or top-dose-only effect, or effect the other way, or a change in a side signal; inactive = no such curve, though single readings can be large or run the other way; the % refers to the polarisation; also: potency is read from the fitted curve at half-maximal effect
#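 Purified MLL-CXXC (added from a 7 uM solution) was preincubated 5 min at ambient with pinned compounds in 50 mM Tris-HCl pH 7.5, 50 mM NaCl, 1 mM DTT, 0.05% BSA. Fluorescein-labeled HOX-A9 DNA (50 nM solution) followed, 30 min, then polarization read.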
# ELG1 repair inh – inhibitors of ELG1-dependent DNA repair in HEK293T cells | HEK293T ELG1-luciferase reporter, luminescence, 16 h; DNA damage induced by 5-fluorouridine | Potency, µM (titrated, usually from 46.1 µM), inactives show top-dose activity change, negative = inhibition, hits mostly inhibitors | 330,000 tested, 2.3% active; also: potency is read from the fitted curve at half-maximal effect; % is scaled to controls: 0 for no effect and ±100 for the full control effect; nearly all actives have a fitted effect of over 55% in size
#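 Overnight (16 hr) co-exposure of 2,000 cells/well to 5-fluorouridine and compound at 37 °C preceded detection. Luciferase was quantified via ONE-Glo luminescence; loss of signal denotes inhibition.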
# Integrin act MD – activates integrin-mediated alleviation for muscular dystrophy | alpha7betagal myoblasts, beta-gal FDG fluorescence, 48 h | Potency, µM (highest dose often 38.3 µM), inactives show at the highest dose activation, hits mostly activators | 350,000 tested, 0.064% active;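 also: potency is read from the fitted curve at half-maximal effect; 100% = response of the positive control SU9516; nearly all actives have a fitted effect of over 60% in size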
#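 Alpha7betagal+/- myoblasts (passage 13) were plated 16-24 hr, then exposed to compounds (1:260 dilution of DMSO stock) for 48 hours at 37C. After MPER lysis, β-galactosidase reporter activity was read as FDG fluorescence (ex 480/em 540) after 30 minutes.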
# TRPV1 ag – human TRPV1 agonism. Q8NER1. TRPV1-expressing cells, Fluo-8 calcium influx, agonist mode. activation, % at 8.33 µM. 320,000 tested, 0.19% active. AID 540275; in the data active = activation above about 80%; inconclusive = between about 30% and that limit; also: 0% is about no effect
#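 TRPV1-expressing cells were cultured overnight at 35.5C and loaded with Fluo-8 calcium dye for 40 to 90 min at room temperature. After a 10 s baseline, compound was added and calcium influx was read kinetically for 3 min (ex 480/em 520 nm).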
# BRCA1 expr up – increases BRCA1 expression | MCF7-BRCA1-FFLuc reporter, luminescence, 48 h; response scale: scaled: vehicle 0%, 10 µM genistein 100% | Potency, µM (top dose mostly 46.1 µM), for inactives: top-dose activation, most hits filed as activators | 380,000 tested, 1.1% active; also: potency is read from the fitted curve at half-maximal effect; nearly all actives have a fitted effect of over 80% in size; some results filed as inactive show a strong effect at the top dose
#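 Luminescence from a BRCA1-driven firefly luciferase in MCF7 cells was the read-out, taken 15 min after substrate addition following 48 h compound exposure at 37 °C. Data were normalized to a 10 microM genistein control and DMSO vehicle.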
# TSG101-PTAP inh – blocks PTAP/TSG101 interaction to inhibit HIV-1 budding; Q99816; Fluorescence polarization, FITC-PTAP peptide / Tsg101 binding; Potency, µM (doses to about 115 µM), for inactives: at the top dose activity change, negative = inhibition, actives largely listed as inhibitors; 340,000 tested, under 10 active; AID 493005; active = well fitted inhibition curve with a large enough effect in the main read-out, with a control signal flat, not every such curve was filed as active; inconclusive = small, poorly fitted or top-dose-only effect, or effect the other way, or a change in a side signal; inactive = no such curve, though single readings can be large or run the other way; also: potency is read from the fitted curve at half-maximal effect; % of control where 0% means no effect
# Target sequence (Q99816 whole entry, looked up): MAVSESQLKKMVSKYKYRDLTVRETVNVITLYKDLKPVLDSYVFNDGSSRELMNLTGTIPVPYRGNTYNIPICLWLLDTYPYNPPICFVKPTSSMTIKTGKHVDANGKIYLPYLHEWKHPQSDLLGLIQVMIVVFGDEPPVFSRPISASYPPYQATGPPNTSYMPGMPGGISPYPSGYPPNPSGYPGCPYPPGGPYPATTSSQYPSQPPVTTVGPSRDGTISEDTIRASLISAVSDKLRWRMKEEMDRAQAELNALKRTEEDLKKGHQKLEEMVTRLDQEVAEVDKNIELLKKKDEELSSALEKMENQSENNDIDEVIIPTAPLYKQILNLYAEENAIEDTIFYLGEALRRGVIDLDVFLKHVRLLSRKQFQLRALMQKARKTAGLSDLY
#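 Steps: Tsg101 binding domain dispensed (10 uM final), compounds pinned in DMSO, FITC-labeled PTAP-motif peptide added (50 nM final); after 20 min binding at room temperature, polarization measured.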
# B2AR arrestin – beta2AR (human) beta-arrestin recruitment activity; Potency, µM (top dose mostly 46.1 µM), for the others: at the top dose activation, usual class: activators; beta-arrestin recruitment to beta2AR, cell-based reporter; P07550; 330,000 tested, 0.02% active;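 also: potency is read from the fitted curve at half-maximal effect; 0% = DMSO controls and full agonism = EC100 isoproterenol or metaproterenol; nearly all actives have a fitted effect of over 65% in size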
# Target sequence (P07550 whole entry, looked up): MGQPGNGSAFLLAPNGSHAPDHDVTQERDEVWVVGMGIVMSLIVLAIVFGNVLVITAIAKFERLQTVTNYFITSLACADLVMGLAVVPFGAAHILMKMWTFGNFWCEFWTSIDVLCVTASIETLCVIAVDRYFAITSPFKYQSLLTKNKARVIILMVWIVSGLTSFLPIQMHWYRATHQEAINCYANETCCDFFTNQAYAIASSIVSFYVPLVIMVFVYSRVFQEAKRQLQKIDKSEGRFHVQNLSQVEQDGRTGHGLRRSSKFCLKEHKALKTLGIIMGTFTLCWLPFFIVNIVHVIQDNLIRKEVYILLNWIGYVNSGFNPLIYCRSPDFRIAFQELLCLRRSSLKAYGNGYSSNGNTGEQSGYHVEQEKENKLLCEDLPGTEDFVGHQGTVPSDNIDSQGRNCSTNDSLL
# TCR activator – activators of T cell receptors | Potency, µM (titrated, usually from 9.22 µM), inactives show top-dose activation of IL-2 secretion, most hits filed as activators | 330,000 tested, under 10 active | primary human leukocytes, anti-CD3, IL-2 HTRF, 48 h | AID 504894; also: % of control where 0% means no effect
#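 1) Mix primary human leukocytes, a-CD3 beads and compound. 2) Incubate 48 hr. 3) Add HTRF IL-2 reagents (a-IL-2-K, a-IL-2-d2).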
# p53 reactivation – restores transcriptional activity of mutant p53; Potency, µM (top dose mostly 92.2 µM), without a hit: at the top dose activity change, positive = activation, actives largely listed as activators; 320,000 tested, 0.063% active; H1299 p53-A138V BP100-luciferase reporter, luminescence, 24 h; also: potency is read from the fitted curve at half-maximal effect; % of control where 0% means no effect; nearly all actives have a fitted effect of over 45% in size
#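 p53-null H1299 cells stably carrying temperature-sensitive p53-A138V and a BP100-luciferase reporter were pinned with compounds (4-point, 1:5 series) and held 24 hrs at 37 deg C. Luminescence was read 10 min after detection reagent.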
# * = called active by the depositor; ? = inconclusive; nt = not tested or not shown; [ ] = dose if it differs, or a comment. Unless noted, calls follow the shape of the dose curve; as a rule, active = well fitted curve in the direction sought with a large enough effect; inconclusive = small, poorly fitted or top-dose-only effect, or another doubt; inactive = no such curve, though single readings can be large; an effect the other way counts as inactive or inconclusive.
no. | structure | AT treatment | CXXC DNA block | ELG1 repair inh | Integrin act MD | TRPV1 ag | BRCA1 expr up | TSG101-PTAP inh | B2AR arrestin | TCR activator | p53 reactivation
1 | COCCNC(=O)CSc1ncnc2sccc12 | 7% | -9% | 2% | -5% | 1 | 21% | -1% | 0.0% | nt | -7%
2 | S=C(NCCCN1CCOCC1)N1CCOCC1 | -9% | -11% | -1% | -8% | 1 | 0% | -1% | 0.0% | 0% | -2%
3 | COC(=O)c1ccc(CNC(=O)CSC2=NCCS2)cc1 | -1% | 22% | 8% | 0% | 0 | 4% | -4% | 0.1% | -4% | 11%
4 | O=[N+]([O-])c1cc(F)c2cccnc2c1O | -4% | 8% | 21µM* | -53%[inhibitor] | -5 | -78% | -10% | -0.8% | 2% | 9%
5 | CCC(C)NC(=O)CSc1nc2scc(-c3ccccc3)c2c(=O)[nH]1 (stereo not given) | 3% | 94%[activator] | -1% | 8% | -1 | -3% | 0% | -0.8% | -3%[46.1 µM] | -4%
6 | CCOC(=O)C1CCN(Cc2cc(=O)oc3cc(C)c(Cl)cc23)CC1 | -6% | 29% | -27% | 4% | 29 | -23% | -3% | 0.0% | 5% | -4%
7 | COc1ccc(C(C)NC(=O)Cc2ccc(Br)cc2)cc1 (stereo not given) | -20% | 3% | -2% | -3% | ? | -27% | 2% | -0.2% | 0%[46.1 µM] | 27%
8 | Cc1cccc2cc(COC(=O)c3cccnc3)c(=O)[nH]c12 | 2% | 6% | 7% | -10% | 5 | -33% | -1% | -0.6% | -4% | 2%
9 | O=C(OC(C(=O)NCc1cccs1)c1ccccc1Cl)c1ccco1 (stereo not given) | 6% | 7% | -1% | -19% | 4 | -2% | -8% | 0.1% | 5% | -1%
10 | COc1cc([N+](=O)[O-])cc2sc(NC(=O)C(C)(C)C)nc12 | 3% | -12% | 1% | 11% | 0 | -2% | 0% | -1.1% | 6% | 1%
11 | COC(=O)/C=C(\Oc1ccccc1)C1(O)CCCCC1 | 3% | 0% | 0% | 2% | -2 | -5% | 3% | -1.2% | 1% | -2%
12 | Cc1ccc(C(C)C)c(OCCN(C)C)c1 | 4% | 4% | 10% | 9% | -5 | 2% | -6% | 0.2% | 5% | -8%
13 | Brc1cc2[nH]cnc2c2ccccc12 | -2% | -4% | -1% | -27% | -3 | -48% | -3% | 0.1% | 1% | -12%
14 | Cn1c(C(=O)N[C@@H](Cc2ccccc2)C(=O)NCCC(=O)O)cc2cc(Cl)ccc21 | 1% | 1% | -5% | 13% | 4 | -12% | -3% | 0.5% | 2% | -1%
15 | CC(C)CC1NC(=O)N(CC(=O)Nc2ccc(-c3ccccc3)cc2)C1=O (stereo not given) | 11% | nt | ? | -14% | 9 | 48% | -1% | 2.4% | -13% | 2%
16 | O=c1ccc(Cc2ccc(Cl)cc2)n[nH]1 | -4% | -2% | 9% | 2% | 0 | 22% | -2% | -0.2% | 1% | -2%
17 | Cc1ccccc1OCc1ccc(C(=O)N2CC(C)OC(C)C2)o1 (stereo not given) | -2% | 7% | -28% | 18% | -3 | -48% | -4% | 0.2% | -3% | 3%
18 | COc1ccccc1N(CC(=O)NCCSc1ccc(Cl)cc1)S(C)(=O)=O | 6%[11.5 µM] | 2% | -14% | -36%[inhibitor] | 2 | -1% | -7% | 0.1% | 9% | -3%
19 | NC(=O)c1ccccc1NC(=O)c1cc(S(=O)(=O)N2CCCCC2)ccc1N1CCOCC1 | -9% | nt | -23% | 6% | 4 | -21% | -1% | 0.1% | -10% | -9%
20 | O=C(c1ccco1)N1CCN(Cc2cc(=O)oc3cc(O)ccc23)CC1 | -15% | nt | 1% | -10% | -1 | -22% | -7% | 0.4% | -7% | -1%
21 | Cc1ccc(NC(=O)c2cc(=O)[nH]c3ccccc23)cc1 | -17% | ? | 2% | 8% | -1 | -35% | -1% | -1.0% | 4% | 5%
22 | COc1ccc(NC(=O)c2cccc3cccnc23)cc1S(N)(=O)=O | 0% | -9% | 0% | 4% | -5 | 11% | -2% | -0.8% | 1% | -4%
23 | O=C(CSc1nnc(NC(=O)c2ccco2)s1)Nc1ccccc1F | -1% | 19% | 7% | -6% | -1 | 0% | -3% | 0.2% | 4% | 3%
24 | Cc1ccc(-c2nn(CC(=O)N(C)C)c(=O)c3ccccc23)cc1S(=O)(=O)N(C)C | -15% | 17% | -2% | -23% | 0 | 0% | -5% | 0.1% | nt | -5%
25 | CS(=O)(=O)N1CCN(C(=O)c2cc(-c3cccs3)nc3ccccc23)CC1 | 5% | -3% | 16µM* | -16% | 10 | 2% | -7% | -0.3% | -7% | 1%

# Following part:
no. | structure | AT treatment | CXXC DNA block | ELG1 repair inh | Integrin act MD | TRPV1 ag | BRCA1 expr up | TSG101-PTAP inh | B2AR arrestin | TCR activator | p53 reactivation
26 | COc1ccc(CCC(=O)N(c2nnc(-c3cccnc3)s2)C(C)C)cc1 | 5% | 12% | -22% | -30% | 4 | -12% | -5% | 0.0% | 0% | -6%
27 | CCN(CC)c1ccc(NC(=O)c2ccc(Br)o2)c(C)c1 | -10% | 12% | 15% | -9% | 1 | 35% | nt | -0.4% | nt | -2%
28 | Oc1cc(-n2cccn2)c(O)cc1-n1cccn1 | -1% | 24% | ? | -57%[inhibitor] | 7 | -20% | -6% | -0.4% | 4% | -10%
29 | CCOC(=O)/C=C/C(=O)Nc1ccccc1-c1ccccc1NC(=O)/C=C/C(=O)OCC | 1% | -6% | ? | -49%[inhibitor] | 1 | -76% | 0% | -1.0% | -2%[46.1 µM] | -16%
30 | COc1nc(C)ccc1-c1noc(-c2cccs2)n1 | 11% | 0% | ? | 8% | ? | 0% | -4% | -0.5% | -1% | ?
31 | O=C(COc1ccc(C(=O)c2ccc(F)cc2)cc1)Nc1cccc(S(=O)(=O)N2CCOCC2)c1 | -6% | nt | 23µM* | -37% | nt | -43% | -4% | -0.1% | 3% | -8%
32 | Cc1cccc(CSc2cn(CC(=O)N3CCOCC3)c3ccccc23)c1 | 1% | -2% | ? | 16% | 17 | 3.5µM* | -2% | -0.1% | 3%[46.1 µM] | ?
33 | COc1ccc(C(=O)NCc2ccc3c(c2)CCO3)cc1 | -12% | -5% | 10% | -7% | 19 | -8% | -14% | 0.2% | 1% | 0%
34 | CNC(=O)CSc1nnnn1CCCOC | 0% | -5% | 10% | -42% | 1 | -5% | -9% | -0.3% | -4% | -5%
35 | Cc1cccc(C)c1N(Cc1ccccc1F)S(C)(=O)=O | 0% | 1% | 15% | -4% | -5 | -2% | -3% | 0.2% | 0% | 7%
36 | CN1CCN(/N=C/c2ccc(Cl)c(Cl)c2)CC1 | -8% | -3% | ? | -26% | 16 | ? | 1% | -0.2% | 2%[46.1 µM] | ?
37 | CCCn1nc(C(=O)OCn2nnc3ccccc3c2=O)c2ccccc2c1=O | 1% | 4% | 24% | 15% | -4 | 3% | -4% | -0.7% | -5%[46.1 µM] | 0%
38 | Cc1ccsc1CN(C(=O)c1ccccc1)C1CCS(=O)(=O)C1 (stereo not given) | 0% | 11% | -4% | -9% | 0 | -6% | 0% | -0.4% | 2% | 19%
39 | COC(=O)c1cc[n+](CC(=O)c2ccccc2)cc1 | 1% | -5% | 10% | -4% | 0 | 3% | -2% | -0.7% | -3% | 6%
40 | CC1CCCCN1c1cc(C#N)c(C#N)cc1[N+](=O)[O-] (stereo not given) | -11% | 3% | 3% | -13% | 0 | -25% | 1% | 0.2% | 6% | 5%
41 | O=C(CCCn1c(=O)oc2ccccc21)Nc1cccnc1 | 11% | 4% | -5% | 14% | 0 | -3% | -4% | -0.4% | 5% | -5%
